Assay outcomes deposited in PubChem by Vanderbilt High Throughput Screening Facility.
AMPAR-TARP mod: modulates AMPAR-stargazin complexes; O88602+P19491; HEK293 GluA2+stargazin, membrane potential dye (FDSS), glutamate EC50; hits were called plate by plate, in both directions; calls only at 30 µM; 40,000 tested, 3.5% active;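 active = any of four per-well response measures lying three or more SD from its plate-wide compound average, in either direction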
Target sequence (O88602 whole entry, looked up): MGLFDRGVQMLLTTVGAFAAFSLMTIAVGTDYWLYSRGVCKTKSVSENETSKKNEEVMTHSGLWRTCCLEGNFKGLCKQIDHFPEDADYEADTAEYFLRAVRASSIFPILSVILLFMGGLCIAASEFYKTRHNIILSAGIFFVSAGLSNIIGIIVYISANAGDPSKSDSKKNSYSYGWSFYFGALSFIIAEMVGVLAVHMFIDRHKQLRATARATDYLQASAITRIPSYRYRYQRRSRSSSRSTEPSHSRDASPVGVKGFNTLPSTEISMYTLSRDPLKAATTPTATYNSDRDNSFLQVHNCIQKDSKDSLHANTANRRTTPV
Target sequence (P19491 whole entry, looked up): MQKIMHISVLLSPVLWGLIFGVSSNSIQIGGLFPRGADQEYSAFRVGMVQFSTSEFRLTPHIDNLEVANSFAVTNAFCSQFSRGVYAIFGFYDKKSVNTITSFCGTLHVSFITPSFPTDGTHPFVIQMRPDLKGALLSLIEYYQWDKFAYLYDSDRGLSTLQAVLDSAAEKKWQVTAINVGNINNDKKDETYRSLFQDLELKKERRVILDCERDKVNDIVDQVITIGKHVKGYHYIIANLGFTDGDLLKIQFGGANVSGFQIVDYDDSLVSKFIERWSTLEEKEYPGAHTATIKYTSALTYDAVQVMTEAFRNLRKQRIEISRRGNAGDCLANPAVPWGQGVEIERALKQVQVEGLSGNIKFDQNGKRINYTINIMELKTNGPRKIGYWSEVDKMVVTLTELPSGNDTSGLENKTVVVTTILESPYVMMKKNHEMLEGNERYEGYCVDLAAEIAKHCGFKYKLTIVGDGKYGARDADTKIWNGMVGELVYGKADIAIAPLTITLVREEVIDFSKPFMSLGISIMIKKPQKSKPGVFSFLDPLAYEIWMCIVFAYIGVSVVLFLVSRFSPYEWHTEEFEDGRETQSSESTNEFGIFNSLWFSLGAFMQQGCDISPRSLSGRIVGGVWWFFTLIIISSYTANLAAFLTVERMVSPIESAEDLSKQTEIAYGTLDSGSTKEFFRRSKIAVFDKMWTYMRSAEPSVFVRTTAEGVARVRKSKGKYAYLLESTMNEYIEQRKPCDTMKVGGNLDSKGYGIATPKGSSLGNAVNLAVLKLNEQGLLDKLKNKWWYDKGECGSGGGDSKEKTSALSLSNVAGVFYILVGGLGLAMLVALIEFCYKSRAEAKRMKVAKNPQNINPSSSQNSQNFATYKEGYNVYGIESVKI
AMPAR-TARP mod agonism max-min: recorded beside AMPAR-TARP mod, whose call it bears; compound max-min signal; compound-alone response (agonism);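 unitless range of fluorescence divided by baseline over first 100 seconds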
AMPAR-TARP mod glutamate slope: also measured in AMPAR-TARP mod; calls as there; glutamate slope, % of max; measured here: glutamate response slope, % max;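 scaled per plate between vehicle wells and maximal 1 mM glutamate control wells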
Starred values were filed as active, the others as inactive; i = inactive; + = active, no number; & = joins results of further samples.

SMILES | AMPAR-TARP mod | AMPAR-TARP mod agonism max-min | AMPAR-TARP mod glutamate slope
CC(C)Oc1ccc(C2CC(=O)Nc3sc(C(=O)c4ccco4)c(N)c32)cc1 (centres undefined) | i | 0.073 | 84
CSc1ccccc1NC(=O)C(=O)NCC1CCN(C(=O)Oc2ccccc2)CC1 | i | 0.095 | 47
O=C(NCC#CCN1CCc2ccccc2C1)c1c(F)cccc1F | i | 0.057 | 50
COC(=O)c1ccc(C2CC(=O)Nc3sc(C(=O)c4ccco4)c(N)c32)cc1 (centres undefined) | i | 0.11 | 78
COc1cc(S(=O)(=O)n2cccn2)c(C)cc1Br | i | 0.097 | 66
O=C(c1ccccc1C(F)(F)F)N1CCN(C(=O)c2cnn3ccccc23)CC1 | i | 0.062 | 53
O=C(CSc1ccc(NC(=O)c2ccccc2)nn1)Nc1nc2ccccc2s1 | i | 0.062 | 47
CCOc1ccc(-c2ccc(N3CCN(C(=O)Cc4noc5ccccc45)CC3)nn2)cc1 | i | 0.022 | 31
Cn1c(=O)n(CC(=O)NC(C)(C)C)c(=O)c2c(N3CCN(C(=O)C4CC4)CC3)ccnc21 | i | 0.099 | 69
CCOC(=O)c1cccc(NC(=O)Cn2nc(SCC)c(S(=O)(=O)c3ccccc3)c2N)c1 | i | 0.082 | 40

Part of the list above, reduced to AMPAR-TARP mod and AMPAR-TARP mod glutamate slope.
canonical_smiles | AMPAR-TARP mod | AMPAR-TARP mod glutamate slope
O=C(c1ccccc1C(F)(F)F)N1CCN(C(=O)c2cnn3ccccc23)CC1 | i | 53
O=C(NCC#CCN1CCc2ccccc2C1)c1c(F)cccc1F | i | 50
CC(C)Oc1ccc(C2CC(=O)Nc3sc(C(=O)c4ccco4)c(N)c32)cc1 (centres undefined) | i | 84

Next section:
SMILES | AMPAR-TARP mod | AMPAR-TARP mod agonism max-min | AMPAR-TARP mod glutamate slope
CC(C)S(=O)(=O)c1cccc(C(=O)Nc2ccccc2-c2nc3ccccc3[nH]2)c1 | i | 0.049 | 55
COc1ccccc1CN1C(=O)C2(OCCCO2)c2cccc(C)c21 | i | 0.034 | 64
O=S(=O)(c1cc(F)ccc1F)N1CCN(c2ccc3nncn3n2)CC1 | i | 0.11 | 43
O=C(Cn1c2c(c(=O)n(C3CCCCC3)c1=O)CCC2)Nc1ccc2ncccc2c1 | i | 0.14 | 56
COc1ccc2c(c1)CCN(C(=O)C1CN(C(=O)COc3ccccc3F)C1)C2 | i | 0.068 | 60
COc1ccc(OC)c2sc(N(CC3CCCO3)C(=O)c3cnc4ccccc4n3)nc12 (centres undefined) | i | 0.089 | 59
CN(C)c1ccc(C(CNC(=O)C(=O)NC2CCCCC2)N2CCCC2)cc1 (centres undefined) | i | 0.061 | 89
O=C(Nc1ccc(O)c(-c2nc3ccccc3s2)c1)c1ccno1 | i | 0.11 | 57
CCCCOc1ccc(C(=O)N2CCN(c3ncnc4c3nnn4-c3cccc(F)c3)CC2)cc1 | i | 0.097 | 57
COc1cc(NC(=O)C(C)(C)C)ccc1N1CCCCC1=O | i | 0.096 | 49
COCCn1c(N2CCN(C/C=C\c3ccccc3)CC2)nc2c1c(=O)[nH]c(=O)n2C | i | 0.083 | 9
CCCc1c(C(=O)NC2CCCC2)nnn1-c1ccc(Cl)cc1 | + | 0.1* | 16*
Cc1ccc(NC(=O)NCC(O)c2ccsc2)cc1C (centres undefined) | i | 0.1 | 44
COCCn1c(=O)c2c(nc(-n3nc(C)c(C)c3C)n2CCC(C)C)n(C)c1=O | i | 0.035 | 76
Cc1nn(C2CCS(=O)(=O)C2)c2nc(-c3cccs3)cc(C(=O)N3CCc4ccccc4C3)c12 (centres undefined) | i | 0.085 | 59
Cn1cc(C(=O)N2CCOCC2)cc(NC(=O)c2ccc(Cl)cc2)c1=O | i | 0.087 | 58
O=C1c2ccccc2C(O)(Cc2ccccc2)N1C(c1ccccc1)c1ccccc1 (centres undefined) | + | 0.059* | 56*
CCOC(=O)c1ccc(NC(=O)c2sccc2N(C)S(=O)(=O)c2ccc(C)cc2)cc1 | i | 0.1&0.046 | 46&116
O=S(=O)(NCCC(O)c1cccs1)c1ccc(OC(F)(F)F)cc1 (centres undefined) | + | 0.18* | 58*
CCOc1ccc(-c2ccc(OCCNS(=O)(=O)c3cc(C)ccc3OC)nn2)cc1 | i | 0.033 | 59

Quoted from the listing.
AMPAR-TARP mod glutamate slope result of `CCOC(=O)c1ccc(NC(=O)c2sccc2N(C)S(=O)(=O)c2ccc(C)cc2)cc1` reads 46&116
AMPAR-TARP mod glutamate slope result of `O=C(CSc1ccc(NC(=O)c2ccccc2)nn1)Nc1nc2ccccc2s1` reads 47
AMPAR-TARP mod agonism max-min result of `COc1cc(S(=O)(=O)n2cccn2)c(C)cc1Br` reads 0.097

Continuation.
SMILES | AMPAR-TARP mod | AMPAR-TARP mod agonism max-min | AMPAR-TARP mod glutamate slope
O=C(Cc1ccc(F)cc1)NCCCn1cccc1 | i | 0.1 | 66
O=C(CCc1ccccc1)NNC(=O)c1cccn(Cc2ccc(F)cc2)c1=O | i | 0.1 | 52
CN1C(=O)C(C)(C)COc2cc(NC(=O)C3(c4ccccc4)CCOCC3)ccc21 | i | 0.11 | 62
O=C(CCCS(=O)(=O)c1ccccc1)Nc1nc2ccc(F)cc2s1 | i | 0.08 | 59
COC(=O)Cn1c(=O)c2c(nc3n(-c4ccc(C)cc4)c(C)cn23)n(C)c1=O | i | 0.091 | 27
CS(=O)(=O)N1CCC(CNC(=O)C(=O)Nc2ccon2)CC1 | i | 0.11 | 65
CCCCn1c(N2CCN(CC(=O)OCc3ccccc3)CC2)nc2c1c(=O)[nH]c(=O)n2C | i | 0.069 | 9
CCS(=O)(=O)Nc1ccc(N2CCCS2(=O)=O)cc1 | i | 0.031 | 38
CC1(C)CC(=O)c2cc3c(N)c(C(=O)Nc4cccc(Cl)c4Cl)sc3nc2C1 | i | 0.095 | 53
O=C(Nc1ccc(Oc2ccccc2)cc1)C(=O)NC1CCCC1 | i | 0.12 | 61
COc1ccc(-c2cc(C(=O)Nc3ccc4c(c3)OCO4)c3ccccc3n2)c(OC)c1 | i | 0.099 | 11
Cc1nnsc1C(=O)N1CCC(CNC(=O)c2cc(-c3ccccc3)on2)CC1 | i | 0.042 | 38
O=C(NCCN1CCOCC1)C(=O)Nc1cc(F)ccc1F | i | 0.048 | 50
O=C(c1csc(-c2ccccc2)n1)N1CCC(Cn2cccn2)CC1 | i | 0.075 | 64
O=C(NCCCN1CCOC(c2ccccc2)C1)c1ccc(Cl)c(Cl)c1 (centres undefined) | i | 0.048 | 56
O=C(NCCc1csc2nc(-c3cccs3)nn12)C1CC(=O)N(c2ccccc2)C1 (centres undefined) | i | 0.11 | 55
O=C(Cc1cccs1)Nc1sc2ccccc2c(=O)c1-c1ccc2c(c1)OCO2 | i | 0.11 | 47
COCCn1c(SCC(N)=O)nnc1-c1cn(C)nc1OC | i | 0.042 | 27
CSc1cccc(NC(=O)C(=O)NCCCc2ccccc2)c1 | i | 0.079 | 56
COc1cn(CC(=O)Nc2cccc(NC(C)=O)c2)c(CSc2nnnn2C)cc1=O | i | 0.055 | 47
COC(=O)CN1N=C(c2ccccc2)Cn2c1nc1c2c(=O)n(CC(=O)OC)c(=O)n1C | i | 0.069 | 29
CS(=O)(=O)c1cccc(C(=O)Nc2cccc3ccccc23)c1 | i | 0.12 | 66
CCOCC(=O)NCC1CCN(C(=O)Nc2ccc(F)cc2)CC1 | i | 0.049 | 54
CCn1nnc2c(NCCCOC)ncnc21 | i | 0.094 | 61
CCCC(=O)N(CCN1CCOCC1)c1nc2c(F)cc(F)cc2s1 | i | 0.11 | 51
COc1ccc(CCC(=O)NCCCn2cccc2)cc1 | i | 0.077 | 61
COc1ccc(S(=O)(=O)Nc2nc(C(=O)Nc3ccc(Cl)cc3)cs2)cc1 | i | 0.11 | 25
O=C(/C=C/c1cccs1)NCC1CCN(C(=O)COc2ccccc2)CC1 | i | 0.065 | 61
COc1ccc(SCCC(=O)Nc2nc(-c3ccc([N+](=O)[O-])cc3)cs2)cc1 | i | 0.076 | 62
Cc1ccc([N+](=O)[O-])cc1NC(=O)C(=O)NCCCN1CCCC1=O | i | 0.17 | 63
Cc1cccc(C)c1N1CCN(CC(=O)Nc2ccc(Br)cc2)CC1 | i | 0.12 | 59
O=C(CCN1CCN(S(=O)(=O)c2ccc(Cl)cc2)CC1)Nc1ccc(F)cc1 | i | 0.078 | 47
Cc1cc(NC(=O)c2cccc(S(=O)(=O)C(C)C)c2)no1 | i | 0.054 | 67
O=C(/C=C/c1ccc([N+](=O)[O-])cc1)Nn1cnc2c(cnn2-c2ccccc2)c1=O | i | 0.083 | 70
Cc1cc(C)cc(C(=O)Nc2ccc3c(c2)CCCN3C(=O)C(C)C)c1 | i | 0.064 | 54
Cn1cccc(C(=O)N2CCC(CNS(=O)(=O)/C=C/c3ccccc3)CC2)c1=O | i | 0.068 | 40
COc1cccc(N2C(=O)CN(C3CCCCCC3)C3CS(=O)(=O)CC32)c1 (centres undefined) | i | 0.04 | 57
CC(C)(C)n1nc2c(c1NC(=O)C(=O)NCCO)CSC2 | i | 0.04 | 73
Cc1nnc(NC(=O)c2ccc(S(=O)(=O)NC3CCCC3)cc2)s1 | i | 0.1 | 67
COc1cc(COCC2CCN(CC(=O)N3CCOCC3)CC2)cc(OC)c1 | i | 0.055 | 64

Single records (already shown). Screens in order: AMPAR-TARP mod | AMPAR-TARP mod agonism max-min | AMPAR-TARP mod glutamate slope
Profile of CC(C)(C)n1nc2c(c1NC(=O)C(=O)NCCO)CSC2 : i | 0.04 | 73
Profile of COc1cccc(N2C(=O)CN(C3CCCCCC3)C3CS(=O)(=O)CC32)c1 (centres undefined) : i | 0.04 | 57

Molecules shown so far containing an NH in an aromatic ring (3):
SMILES | AMPAR-TARP mod | AMPAR-TARP mod agonism max-min | AMPAR-TARP mod glutamate slope
CC(C)S(=O)(=O)c1cccc(C(=O)Nc2ccccc2-c2nc3ccccc3[nH]2)c1 | i | 0.049 | 55
COCCn1c(N2CCN(C/C=C\c3ccccc3)CC2)nc2c1c(=O)[nH]c(=O)n2C | i | 0.083 | 9
CCCCn1c(N2CCN(CC(=O)OCc3ccccc3)CC2)nc2c1c(=O)[nH]c(=O)n2C | i | 0.069 | 9

New compounds follow:
SMILES | AMPAR-TARP mod | AMPAR-TARP mod agonism max-min | AMPAR-TARP mod glutamate slope
COc1ccc(-c2cc(CC(=O)NCc3cccs3)no2)cc1OC | i | 0.04 | 34
O=C(NCC(O)(c1ccccc1)C1CC1)c1nc2ccccc2s1 (centres undefined) | i | 0.12 | 40
COc1ccc(OC)c2sc(N(CCN3CCOCC3)C(=O)c3cccc(F)c3)nc12 | i | 0.18 | 60
COc1ccccc1CNC(=O)Cc1csc(Nc2ccc(Cl)cn2)n1 | i | 0.098 | 50
CCOCCn1c(=O)c2c(nc3n2CCCN3c2ccc(Oc3ccccc3)cc2)n(C)c1=O | i | 0.088 | 33
CCOc1ccc(NC(=O)c2ccc(=O)n(Cc3ccccc3)c2)cc1 | i | 0.075 | 58
CCCCn1cc(S(=O)(=O)c2cc(C)cc(C)c2)c(=O)c2cc(F)c(N3CCN(CC)CC3)cc21 | i | 0.1 | 59
COC(=O)C1=C(C)NC(=O)NC1c1ccccc1OCc1ccccc1 (centres undefined) | i | 0.086 | 33
O=C(NNC(=O)c1ccc(F)cc1F)c1ccc(=O)n(Cc2ccc(Cl)cc2)c1 | i | 0.091 | 59
COc1ccc(S(=O)(=O)NCC2CCN(Cc3ccco3)CC2)cc1OC | i | 0.076 | 57
CS(=O)(=O)Nc1ccc(CC(=O)NCc2cccs2)cc1 | i | 0.064 | 34
Cc1cccc(S(=O)(=O)N2CCC(Cc3ccccc3)CC2)c1 | i | 0.07 | 38
COc1ccccc1-c1nnc2ccc(OCCNC(=O)c3c(F)cccc3F)nn12 | i | 0.022 | 61
Cc1ccc(S(=O)(=O)c2nc(-c3ccccc3C)oc2N2CCC(C(N)=O)CC2)cc1 | i | 0.12 | 54
Cc1ccc(Oc2ccc(N(C)C(=O)c3ccc(Br)o3)cc2)nn1 | i | 0.088 | 63
O=C(Nc1cccc(N2CCCS2(=O)=O)c1)c1cccs1 | i | 0.036 | 32
O=C(Nc1onc2c1CSC2)c1cnc2ccccc2n1 | i | 0.12 | 70
COc1ccccc1NC(=O)N1CCC(CNC(=O)c2ccc(S(=O)(=O)N(C)C)cc2)CC1 | i | 0.051 | 52
CCc1ccc(S(=O)(=O)NCC2CCN(Cc3ccco3)CC2)s1 | i | 0.078 | 52
CCC(C(=O)N1CCCN(CCn2cccn2)CC1)c1ccccc1 (centres undefined) | i | 0.11 | 78
O=C1CSC(=O)N1c1ccc(F)cc1 | i | 0.081 | 52
NC(=O)c1ccc(NC(=O)CC2=NS(=O)(=O)c3ccccc3N2)cc1 | i | 0.11 | 50
O=C(NC1CC(=O)N(c2cccc(F)c2)C1)c1ccccc1Cl (centres undefined) | i | 0.084 | 53
O=C(NCCCc1ccccc1)C(=O)Nc1c2c(nn1-c1ccccc1)CS(=O)(=O)C2 | i | 0.094 | 54
CC(=O)c1ccc(NC(=O)c2nc3nc(C)cc(C(F)F)n3n2)cc1 | i | 0.11 | 49
Cc1cccc(C)c1OCC(O)CSc1ccccn1 (centres undefined) | i | 0.095 | 61
Cn1nnc2c(=O)n(CC(=O)Nc3ccc(OC(F)(F)F)cc3)cnc21 | i | 0.091 | 58
COc1ccc(NC(=O)CSC2=NC(C)(C)N=C2c2ccc(Cl)cc2)cc1 | i | 0.15 | 62
COc1ccc(Nc2nc(C)c([N+](=O)[O-])c(N3CCOCC3)n2)c(OC)c1 | i | 0.11 | 64
COc1cccc(C(=O)N2CCC(Cn3cnc4ccccc43)CC2)c1 | i | 0.11 | 75
CN=C1SC(CC(=O)NCCCOC)C(=O)N1C (centres undefined) | i | 0.066 | 51
CC(C)C(NC(=O)C12CC3CC(CC(C3)C1)C2)C(=O)NC1=NCCS1 (centres undefined) | i | 0.035 | 56
CCOc1ccc(C(=O)NCC(c2ccco2)N(C)C)cc1OCC (centres undefined) | i | 0.095 | 51
Cc1nc2c(-c3ccccc3)cnn2c(NC(C)C)c1C | i | 0.12 | 52

Not all compounds are listed. The share of hits here may be higher or lower than overall.
